EP2 mod: EP2 receptor modulators, cAMP readout, primary screen, cell-based, HTRF cAMP, PGE2 stimulation. EP2-expressing cells, cAMP HTRF FRET, PGE2 co-stimulation. induction, % at 25 µM. Prostaglandin E2 receptor EP2 subtype (Homo sapiens), P43116. 260,000 compounds, 0.83% hits. AID 940, 2007;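 active means compounds whose cAMP rise, as percent of the full-agonist control response, exceeds 60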;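 further: rat C6 glioma line stably carrying human EP2 under a CMV promoter; the protocol text gives 20 µM as final concentration; 100% = response of wells given 1 µM PGE2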
Target sequence (P43116 whole entry, looked up): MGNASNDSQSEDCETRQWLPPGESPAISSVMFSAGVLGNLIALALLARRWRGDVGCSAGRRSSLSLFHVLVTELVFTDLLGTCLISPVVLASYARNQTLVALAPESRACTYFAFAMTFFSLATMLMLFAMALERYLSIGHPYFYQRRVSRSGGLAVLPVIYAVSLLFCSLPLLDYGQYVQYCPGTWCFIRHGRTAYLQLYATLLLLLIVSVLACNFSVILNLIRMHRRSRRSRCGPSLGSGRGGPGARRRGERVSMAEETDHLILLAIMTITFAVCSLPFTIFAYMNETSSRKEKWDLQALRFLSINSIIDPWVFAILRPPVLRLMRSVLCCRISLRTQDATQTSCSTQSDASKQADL
zfTRPN1 agonist: zebrafish TRPN1 channel agonists, primary screen, cell-based, HEK293, calcium fluorescence | AID 1424, 2008 | 220,000 compounds, 0.18% hits | HEK293 zebrafish TRPN1-YFP, Fluo-8 calcium fluorescence; 100% = response to 87 µM carbachol | transient receptor potential cation channel N1 (TRPN1/NompC), Danio rerio | activation, % at 3 µM;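 active means activation above its plate's cutoff, the mean activation of test wells on that plate plus 3 SD, cut at about 19% in these data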;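 further: 0% = DMSO alone and 100% = 87 µM carbachol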
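Material: zebrafish TRPN1-YFP in HEK293 cells; Doses: single test compound dose, 3 µM nominal, 0.3% DMSO; Timing: dye loading 1 h at 37 °C, then 30 min room temperature; Technique: intracellular calcium fluorescence with Fluo-8; Benchmarks: high carbachol 87 µM, low DMSO alone.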
TRPML3 ag: human TRPML3 channel agonists, primary screen, cell-based, HEK293 TRPML3-YFP, Fluo-8 calcium fluorescence, 3 µM. Mucolipin-3 (Homo sapiens), Q8TDD5. 100% = the carbachol control signal. activation, % at 3 µM. 220,000 compounds, 0.29% hits. AID 1448, 2008;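 active means activation above its plate's cutoff, the mean activation of the plate's test wells plus 3 SD, cut at about 12% in these data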;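 further: 0% = DMSO only wells and 100% = carbachol wells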
Target sequence (Q8TDD5 whole entry, looked up): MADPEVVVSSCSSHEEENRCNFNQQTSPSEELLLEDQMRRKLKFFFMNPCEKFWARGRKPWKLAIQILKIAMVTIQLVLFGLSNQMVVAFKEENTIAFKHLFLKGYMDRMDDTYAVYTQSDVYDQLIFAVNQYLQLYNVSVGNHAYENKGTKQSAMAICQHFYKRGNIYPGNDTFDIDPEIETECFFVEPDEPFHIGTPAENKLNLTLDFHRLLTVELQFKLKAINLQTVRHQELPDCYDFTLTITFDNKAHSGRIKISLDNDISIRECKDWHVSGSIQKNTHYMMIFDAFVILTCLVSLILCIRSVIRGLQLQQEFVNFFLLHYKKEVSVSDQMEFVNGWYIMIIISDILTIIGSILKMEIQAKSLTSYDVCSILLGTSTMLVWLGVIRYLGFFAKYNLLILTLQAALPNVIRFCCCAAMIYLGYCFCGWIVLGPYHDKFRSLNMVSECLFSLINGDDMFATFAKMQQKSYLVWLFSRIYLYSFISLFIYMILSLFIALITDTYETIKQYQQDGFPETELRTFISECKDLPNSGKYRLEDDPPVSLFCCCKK
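Material: HEK293 cells stably carrying human TRPML3-YFP; compound dosing: single dose, 3 µM final nominal compound, 0.3% DMSO final; incubation: 1-h 37 °C dye load, 5-s basal, 120-s post-compound reads; technique: Fluo-8 intracellular calcium fluorescence, excitation 470-495 nm, emission 515-575 nm; read-out basis: percent activation from peak-to-basal fluorescence ratio, scaled between DMSO and carbachol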
PERK inh: block of dimerizer-induced PERK translation repression, primary screen, PERK inhibitor project, CHO PERK-DD cells, SEAP luminescence, HTS | Eukaryotic translation initiation factor 2-alpha kinase 3 (Homo sapiens), Q9NZJ5 | CHO PERK-DD fusion, SEAP luminescence translation reporter | inhibition, % at 5.6 µM | 220,000 compounds, 0.17% hits | AID 1416, 2008;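 active means inhibition above the mean inhibition of all tested compounds plus 3 SD, set separately per screening campaign, cut at about 2.9% in these data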;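 further: PERK kinase domain activated by AP20187 dimerizer at 100 nM; 0% = DMSO with dimerizer and 100% = rapamycin at 8.4 µM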
Calpain2 inh: inhibitors of pig calpain II, primary screen, biochemical, fluorogenic peptide substrate, 1536-well; purified calpain II, 30 min; inhibition, % at 16 µM; AID 1236, 2008; 220,000 compounds, 0.37% hits;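 active means inhibition above about 50%, limit read from the data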
S1P4 ag: S1P4 receptor agonists, primary screen, cell-based; Sphingosine 1-phosphate receptor 4 (Homo sapiens), O95977; S1P4-expressing cell line, agonist reporter assay; activation, % at 4.98 µM; 220,000 compounds, 0.35% hits; AID 1509, 2009; in the data active means activation above about 11%;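 further: 0% = DMSO vehicle and 100% = reference agonist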
Ba/F3 V617F tox: reduced viability of JAK2V617F-dependent Ba/F3 cells, primary screen, JAK2V617F inhibitor project, cell-based, Ba/F3 EpoR-JAK2V617F, luminescence; ATP luminescence; inhibition, % at 5.6 µM; 220,000 compounds, 1.1% hits; AID 1446, 2008;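 active means inhibition above the campaign mean plus 3 SD over all tested compounds, cut at about 24% in these data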;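 further: cytokine-independent growth of Ba/F3 cells driven by EpoR plus mutant JAK2; 0% = DMSO-treated cells and 100% = JAK inhibitor I control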
BaF3 parental: parental Ba/F3 cell viability inhibition, counter-screen for JAK2V617F inhibitor project, murine pro-B, CellTiter-Glo luminescence; 220,000 compounds, 1.1% hits; AID 1486, 2009; inhibition, % at 5.6 µM; CellTiter-Glo ATP luminescence;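 active means inhibition above a per-campaign cutoff, the mean inhibition of all tested compounds plus 3 SD, cut at about 27% in these data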;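 further: 0% = DMSO wells and 100% = JAK Inhibitor I control wells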
S1P4 antagonist: S1P4 receptor antagonists, primary screen, cell-based; S1P4-expressing cells, antagonist mode, reporter read-out; Sphingosine 1-phosphate receptor 4 (Homo sapiens), O95977; 220,000 compounds, 0.26% hits; inhibition, % at 4.98 µM; in the data active means inhibition above about 29%;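 further: 0% = wells stimulated with agonist and 100% = vehicle wells without agonist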
Starred values were filed as active, the others as inactive; . = not tested or not shown.

SMILES | EP2 mod | zfTRPN1 agonist | TRPML3 ag | PERK inh | Calpain2 inh | S1P4 ag | Ba/F3 V617F tox | BaF3 parental | S1P4 antagonist
COc1cccc(NC(=O)Nc2nnc(-c3ccccc3SCc3ccccc3)s2)c1 | 6 | -0.5 | 0.4 | -1.5 | -17 | -2.7 | -1 | 2 | -4
O/N=C1/CCSc2ccccc21 | -12 | -0.3 | 0.0 | 0.9 | -43 | 1.4 | -4 | 2 | -21
CCc1ccc(NC(=O)c2ccc3c(c2)C(=O)N(CCOC)C3Nc2ccc(CC)cc2)cc1 (centres undefined) | 9 | 0.7 | 0.8 | 0.2 | -30 | 1.0 | -3 | 5 | -2
CC(C)CN(/C=N/c1sc2c(c1C#N)CCCCC2)CC(C)C | 3 | 3.0 | 0.5 | 0.6 | 7 | 1.2 | -2 | 3 | 15
CCOC(=O)C1CCN(c2nc(-c3ccc(Br)cc3)nc3ccccc23)CC1 | 33 | -1.6 | 0.7 | 0.6 | 3 | -0.4 | -4 | -1 | 10
O=C1CN(C(=O)CN2CCCC2)C(c2ccccc2)c2cc(Br)ccc2N1 (centres undefined) | 3 | 0.6 | 0.7 | 0.5 | -2 | 0.2 | -3 | 1 | -6
CC1(C)CC2CC(C)(CN2S(=O)(=O)c2ccc(C(=O)Nc3cc(S(=O)(=O)N4CCOCC4)ccc3Cl)cc2)C1 (centres undefined) | 3 | 2.5 | 1.2 | -0.2 | -62 | 1.1 | -1 | 10 | -3
CCCCNc1oc(-c2cccs2)nc1S(=O)(=O)c1ccccc1 | 52 | 0.0 | 0.1 | -0.7 | 5 | -1.6 | -5 | 5 | 1
O=C(NC(=S)Nc1cccc(O)c1)c1ccco1 | -16 | 0.5 | -0.7 | 0.6 | -17 | -0.5 | -1 | 2 | -6
N#C/C(=C(/O)c1ccc([N+](=O)[O-])o1)c1nc2ccccc2[nH]1 | -43 | 3.3 | 0.9 | 1.3 | -18 | 0.0 | -5 | 0 | -8
CC(=O)N1CCc2cc(S(=O)(=O)N3c4ccccc4CC3C)ccc21 (centres undefined) | 4 | 1.1 | 1.4 | 0.3 | -15 | -3.9 | -2 | 5 | -18
COc1ccc(OCCCC(=O)Nc2ccc(N3CCCCC3)cc2)cc1 | 4 | -1.1 | 0.4 | -0.1 | 17 | 0.4 | -1 | 5 | -7
Cc1nnc(NC(=O)c2ccc(S(=O)(=O)N3CCOCC3)cc2)s1 | 9 | 1.1 | 0.7 | 1.7 | -9 | 1.1 | -2 | -4 | -12
CS(=O)(=O)N1CC(C(=O)O)Oc2ccc(CC(=O)O)cc21 (centres undefined) | 30 | 1.3 | 1.0 | 0.6 | 9 | -1.3 | 4 | 6 | 7
Cn1c(=O)n(C)c2cc(S(=O)(=O)N3CCOCC3)ccc21 | 9 | -1.3 | -0.6 | 0.6 | -19 | 0.2 | 2 | 3 | 3
CSc1nc2[nH]ncc2c(=O)n1-c1ccccc1 | 9 | -1.9 | 0.8 | 1.1 | 11 | 0.4 | 1 | 7 | -2
Cc1ccc(S(=O)(=O)N2CCCC2C(=O)OCc2ccccc2)cc1 (centres undefined) | -64 | 0.6 | -0.1 | 1.1 | 8 | -2.3 | -4 | 0 | 9
Cc1ccc(CN2CCN(Cc3cn[nH]c3C3CCCCC3)CC2CCO)cc1 (centres undefined) | -25 | 0.5 | 1.0 | 1.7 | 9 | -0.2 | -1 | 9 | -18
Cc1cc(C)c(/C=N/NC(N)=O)c(C)c1/C=N/NC(N)=O | 0 | 1.8 | 0.6 | 2.8 | -15 | -1.9 | 0 | 2 | -8
CCOC(=O)C1=C(N)N(c2ccccc2)C(=O)C1 | -13 | -0.1 | 0.0 | 2.5 | 19 | -0.1 | -1 | 2 | -20
CC(C)OCCCNc1nc2c(c(=O)n(Cc3ccccc3F)c(=O)n2C)n1C | 13 | 0.2 | 0.1 | 0.5 | 6 | 0.2 | 1 | 3 | -16
COc1ccccc1NC(NC(=O)c1ccco1)C(=O)c1ccccc1 (centres undefined) | -8 | 0.5 | 0.3 | -0.6 | 11 | 0.7 | -2 | 1 | -3
CCCS(=O)(=O)N1CCCC(C(=O)NC2CCCC(C)C2C)C1 (centres undefined) | -25 | 0.4 | 0.1 | 0.8 | 12 | 2.0 | 0 | 4 | -11
CCCn1nnnc1NC(=O)c1ccc2ccccc2c1 | 13 | 0.4 | -0.5 | 0.1 | 33 | 0.0 | 6 | 8 | 3
COc1cc2c(cc1OC)C1=C(C#N)CN(CC(=O)O)CN1CC2 | -2 | 0.2 | 0.4 | 1.3 | 2 | 0.3 | -2 | 6 | 5
Following part:
SMILES | EP2 mod | zfTRPN1 agonist | TRPML3 ag | PERK inh | Calpain2 inh | S1P4 ag | Ba/F3 V617F tox | BaF3 parental | S1P4 antagonist
O=C(O)c1cccc(-c2nnn(Cc3ccccc3Cl)n2)c1 | 12 | 0.8 | 0.3 | 1.5 | -15 | 2.3 | 0 | 1 | 7
COc1ccc(-c2cnnc(N/N=C/c3ccc(C)o3)n2)cc1 | -10 | -0.1 | -0.1 | 1.3 | -11 | -1.9 | 1 | 10 | -3
Cc1oc(-c2ccccc2F)nc1CS(=O)(=O)CC(=O)N1CCc2ccccc21 | 17 | -1.0 | 0.1 | -0.5 | 0 | -1.8 | 3 | 3 | 2
Cc1ccc(C2Nc3cccc4cccc(c34)N2)s1 | 10 | 1.0 | 1.5 | 1.3 | 3 | 2.5 | -5 | 1 | -29
Cc1cccc(S(=O)(=O)c2c(N)n(-c3ccccc3)c3nc4ccccc4nc23)c1 | -21 | 0.7 | 0.6 | 0.8 | -407 | 1.7 | -3 | 0 | -19
CCCCSc1nnc(-c2ccc(NC(C)=O)cc2)n1C | 19 | -1.2 | 0.7 | -0.4 | -1 | 0.9 | 2 | 8 | -18
CCN1C(=O)S/C(=C/c2cn(C)c3ccccc23)C1=O | 25 | -1.6 | 0.2 | 0.5 | 8 | -0.8 | -7 | -3 | -16
C/C(=N/NC(=O)CN1CCN(S(=O)(=O)c2ccc(Br)cc2)CC1)c1ccncc1 | 2 | 1.1 | -0.3 | -1.1 | -12 | 0.8 | -1 | -2 | -3
CCOC(=O)c1ccccc1N=N/C(C(C)=O)=C(/C)O | 48 | 0.1 | 0.6 | -0.2 | 10 | 0.8 | -2 | 2 | -3
Cc1ccc(NC(=O)CC(O)(C(F)(F)F)C(F)(F)F)c(Br)c1 | -31 | -1.5 | 0.0 | 1.2 | 29 | -0.4 | -1 | 4 | 7
Cc1ccc(C(=O)Nc2ccn(Cc3ccc(F)cc3)n2)o1 | -6 | 0.7 | 0.3 | 0.4 | 0 | -1.9 | 23 | 2 | 7
CCCCN1C(=O)C(=O)N(CC(=O)NC2CCCc3ccccc32)C1=O (centres undefined) | 14 | 0.1 | 1.4 | 1.5 | -3 | 2.2 | 2 | 7 | 0
CCC(=O)c1ccc(OC(=O)c2ccc(Br)o2)cc1 | . | -0.1 | 0.0 | 0.5 | . | 0.1 | -2 | 3 | -2
COc1ccc(/C=C/C=N/NC(=O)COc2ccc(OC)cc2)cc1 | -34 | 1.5 | -0.2 | 1.2 | -3 | -1.1 | 1 | 7 | -11
C/C=C/C(=O)N1c2ccc(C)cc2C(C)=CC1(C)C | 21 | -2.3 | -1.5 | 0.3 | 0 | -0.7 | 1 | -4 | -4
Cc1cc(C)c2c(c1)NC(=O)C2(O)CC(=O)c1cccs1 (centres undefined) | 7 | 0.8 | 0.7 | 1.0 | 5 | -0.9 | -4 | -1 | -6
Cc1ccc(CCNC(=O)CN(C)S(=O)(=O)c2cnc[nH]2)cc1 | 22 | 0.0 | 1.0 | 1.0 | -15 | 1.1 | -1 | 8 | -10
CNC(=S)NNC(=O)c1noc(C)c1C(=O)N1CCN(C(c2ccccc2)c2ccccc2)CC1 | 13 | 0.2 | 0.1 | 0.0 | -27 | 0.2 | 7 | 14 | -8
Cc1cc(C)cc(C(=O)NCC(=O)OCC(=O)NCc2ccco2)c1 | 2 | -2.9 | -1.0 | 0.6 | -52 | -0.8 | -2 | 2 | -5
Cc1onc(-c2c(F)cccc2Cl)c1C(=O)NC(=S)NC1CCS(=O)(=O)C1 (centres undefined) | 15 | 1.1 | 0.2 | 1.2 | -2 | 1.1 | 0 | 4 | -6
COC(=O)CSc1nnc(CNC(=O)c2ccc(S(=O)(=O)N3CCOCC3)cc2)n1C | 8 | -0.5 | 0.7 | 0.7 | -15 | 0.9 | 1 | 4 | -5
c1ccc(OCc2nnc3n2N=C(c2ccccc2)CS3)cc1 | -4 | 0.8 | 0.3 | -0.4 | -2 | 0.5 | 2 | 7 | 0
Cc1ccc(NC2=NC(=S)N(CC#N)C23CCCCC3)cc1 | 10 | -1.6 | 0.1 | -0.4 | -6 | -3.1 | 2 | 5 | -36
Cc1ccc(C(C)C)c(OCC(=O)NNC2=CC(=O)CC(C)(C)C2)c1 | 23 | 0.5 | 0.4 | 0.3 | -24 | -0.8 | -3 | 0 | 10
O=C(CSc1nc2ccccc2s1)NCCCN1CCOCC1 | -6 | 0.3 | -0.4 | -0.3 | 2 | -0.7 | 0 | 5 | -2
Cc1nn(-c2ccccc2)c(C)c1/C=C/C(=O)OCC(=O)N(C)C1CCS(=O)(=O)C1 (centres undefined) | -5 | 0.1 | 0.2 | 1.4 | 16 | -1.3 | -4 | 0 | 4
COc1ccc(Cl)cc1S(=O)(=O)N1CCN=C1C | -3 | 1.1 | -0.1 | -0.4 | -34 | 1.0 | 1 | 2 | -16
CC(C)c1nc2sc3c(SCC(=O)NCc4ccco4)ncnc3c2c2c1CCC2 | 45 | -0.1 | -0.2 | 0.6 | -30 | -0.9 | -3 | 6 | -9
O=C(c1cccc(F)c1)N1CCN(Cc2c[nH]c3ccccc23)CC1 | -19 | 1.3 | 0.9 | 0.5 | -9 | -0.1 | 2 | 3 | -14

3 structures already listed, sorted by molar mass, falling:
SMILES | EP2 mod | zfTRPN1 agonist | TRPML3 ag | PERK inh | Calpain2 inh | S1P4 ag | Ba/F3 V617F tox | BaF3 parental | S1P4 antagonist
Cc1onc(-c2c(F)cccc2Cl)c1C(=O)NC(=S)NC1CCS(=O)(=O)C1 (centres undefined) | 15 | 1.1 | 0.2 | 1.2 | -2 | 1.1 | 0 | 4 | -6
CCCS(=O)(=O)N1CCCC(C(=O)NC2CCCC(C)C2C)C1 (centres undefined) | -25 | 0.4 | 0.1 | 0.8 | 12 | 2.0 | 0 | 4 | -11
COc1ccc(Cl)cc1S(=O)(=O)N1CCN=C1C | -3 | 1.1 | -0.1 | -0.4 | -34 | 1.0 | 1 | 2 | -16
